# M1 ag parental – M1 agonist counterscreen hit in parental CHO-K1 cells | Fluo-8 calcium fluorescence; scaled to maximal ATP response, vehicle zero | activation, % at 3 µM | hit rate 0.48% among 360,000; in the data active means activation above about 15%;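 further: untransfected CHO-K1 host cells lacking M1 receptor as counterscreen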
# M5 antag – blocks acetylcholine activation of human M5 receptor. hit rate 0.59% among 360,000. AID 624040. inhibition, % at 3 µM. CHO-hM5 cells, Fluo-8 calcium fluorescence, ACh EC80;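 active means inhibition above a per-plate cutoff, the mean of that plate's test compounds plus 3 SD, cut at about 27% in these data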;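 further: 0% = acetylcholine EC80 with DMSO and 100% = DMSO without agonist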
# Target sequence (P08912 whole entry, looked up): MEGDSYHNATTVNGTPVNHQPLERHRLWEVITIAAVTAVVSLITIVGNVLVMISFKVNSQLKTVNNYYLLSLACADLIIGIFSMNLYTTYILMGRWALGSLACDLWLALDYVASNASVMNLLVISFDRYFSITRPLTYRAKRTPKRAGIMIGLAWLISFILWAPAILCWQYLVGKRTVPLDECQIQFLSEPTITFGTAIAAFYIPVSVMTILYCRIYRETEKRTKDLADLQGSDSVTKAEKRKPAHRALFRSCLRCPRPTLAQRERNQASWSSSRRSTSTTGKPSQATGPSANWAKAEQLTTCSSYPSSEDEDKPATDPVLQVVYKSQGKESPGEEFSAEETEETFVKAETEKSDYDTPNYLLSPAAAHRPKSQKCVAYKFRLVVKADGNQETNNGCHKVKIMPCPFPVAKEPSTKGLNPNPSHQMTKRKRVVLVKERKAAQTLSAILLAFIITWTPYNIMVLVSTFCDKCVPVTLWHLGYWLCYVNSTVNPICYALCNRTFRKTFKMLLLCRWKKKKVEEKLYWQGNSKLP
# CHRM4 PAM – potentiates acetylcholine response at human M4 receptor; P08173; CHO-K1 hM4/Gqi5, Fluo-8 calcium fluorescence, ACh EC20; 0% = ACh EC20, 100% = maximal ACh; activation, % at 3 µM; hit rate 0.4% among 360,000;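 active means activation above its plate's cutoff, the mean activation of sample wells plus 3 SD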; further: some results filed as inactive read as strong as hits
# Target sequence (P08173 whole entry, looked up): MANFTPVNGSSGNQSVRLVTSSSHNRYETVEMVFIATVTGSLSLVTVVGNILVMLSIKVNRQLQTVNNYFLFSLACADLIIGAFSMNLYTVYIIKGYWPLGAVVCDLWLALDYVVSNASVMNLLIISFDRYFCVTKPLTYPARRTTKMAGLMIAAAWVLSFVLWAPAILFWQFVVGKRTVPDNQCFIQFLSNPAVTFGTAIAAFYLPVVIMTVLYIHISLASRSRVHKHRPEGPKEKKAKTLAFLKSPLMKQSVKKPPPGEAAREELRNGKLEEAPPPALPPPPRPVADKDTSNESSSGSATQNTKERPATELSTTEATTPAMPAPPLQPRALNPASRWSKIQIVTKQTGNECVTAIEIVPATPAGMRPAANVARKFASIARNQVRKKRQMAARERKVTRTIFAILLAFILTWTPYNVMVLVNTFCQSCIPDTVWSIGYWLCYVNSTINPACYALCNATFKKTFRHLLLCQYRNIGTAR
# M5 ag – CHRM5 agonism in calcium assay; P08912; CHO-K1 hM5 cells, Fluo-8 calcium fluorescence; 0% DMSO wells, 100% maximal acetylcholine response; activation, % at 3 µM; hit rate 0.19% among 360,000;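 active means activation above the run's mean over test compounds plus 3 SD, cut at about 23% in these data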;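 further: signal is peak over basal fluorescence ratio across the kinetic read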
# M5 PAM – potentiates acetylcholine response at human M5 receptor. hit rate 0.3% among 360,000. activation, % at 3 µM. CHO-K1 hM5, Fluo-8 calcium, ACh EC20 PAM; 0% = ACh EC20, 100% = ACh EC100. AID 624038. P08912;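 active means activation above the run cutoff, the mean activation of all test compounds plus 3 SD, cut at about 18% in these data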
#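 Measured by: Fluo-8 calcium fluorescence; material: human M5 receptor in CHO-K1 cells; schedule: Post-acetylcholine fluorescence recording 140 s; benchmarks: low control EC20 acetylcholine (0%), high control EC100 acetylcholine (100%); read-out: Max/basal fluorescence ratio as % of EC20–EC100 ACh window; compound: single dose, 3 µM nominal final test concentration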
# CHO-K1 Ca antag – counter-screen for M1 antagonists: effect in parental CHO-K1 cells. hit rate 0.6% among 360,000. inhibition, % at 3 µM. ATP-induced calcium, Fluo-8 fluorescence;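 active means inhibition above a per-plate cutoff, the plate's mean sample inhibition plus 3 SD, cut at about 24% in these data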;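 further: 0% = DMSO plus EC80 ATP and 100% = DMSO alone without ATP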
# CHO-K1 Ca PAM – nonselective activator or artifact in parental CHO-K1 calcium assay. ATP EC20, Fluo-8 calcium fluorescence; 0% at ATP EC20, 100% at ATP max. hit rate 0.02% among 360,000. activation, % at 3 µM;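 active means activation above the run cutoff, the mean activation of all test compounds plus 3 SD, cut at about 40% in these data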;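 further: peak over basal fluorescence ratio in a 140 s read after ATP addition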
# CHRM4 agonist – CHRM4 agonism in calcium assay; P08173; CHO-K1 hM4/Gqi5, Fluo-8 calcium fluorescence; vehicle 0%, full acetylcholine response 100%; activation, % at 3 µM; hit rate 0.14% among 360,000; AID 624127;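 active means activation above the run mean over all test wells plus 3 SD, cut at about 32% in these data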;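 further: peak over basal fluorescence ratio per well then scaled between controls; 0% = DMSO wells and 100% = acetylcholine at EC100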
# M4 antag – antagonists of human muscarinic M4 receptor (CHRM4) | inhibition, % at 3 µM | hit rate 0.73% among 360,000 | CHO-hM4 cells, ACh EC80, Fluo-8 calcium fluorescence | P08173;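 active means inhibition above its plate's cutoff, the mean inhibition of sample wells plus 3 SD, cut at about 27% in these data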;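 further: 0% = acetylcholine EC80 with DMSO and 100% = DMSO without agonist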
# * hit, by the source's call; . = no result given.
# Start of the data: the first four entries, to show the layout:
1: COc1cc(C2/C(=C(\O)c3ccc4c(c3)OCCO4)C(=O)C(=O)N2Cc2ccco2)cc(OC)c1OC (centres undefined)
2: O=C(Nc1cccc(S(=O)(=O)N2CCOCC2)c1)c1cnccn1
3: Cc1cc(Cl)ccc1N(CC(=O)NCc1ccccc1)S(C)(=O)=O
4: CCCCOC(=O)Nc1ccc(C(C)C)cc1
Assay by compound	1	2	3	4
M1 ag parental	0.4	-0.3	0.0	0.1
M5 antag	-6	2	-9	-1
CHRM4 PAM	0	9	-2	3
M5 ag	-3	-5	11	-12
M5 PAM	3	4	1	-1
CHO-K1 Ca antag	0	-8	1	-10
CHO-K1 Ca PAM	-2	8	2	15
CHRM4 agonist	1	1	3	-2
M4 antag	-21	-22	-6	5

# The whole of this part, repeating the preview:
1: COc1cc(C2/C(=C(\O)c3ccc4c(c3)OCCO4)C(=O)C(=O)N2Cc2ccco2)cc(OC)c1OC (centres undefined)
2: O=C(Nc1cccc(S(=O)(=O)N2CCOCC2)c1)c1cnccn1
3: Cc1cc(Cl)ccc1N(CC(=O)NCc1ccccc1)S(C)(=O)=O
4: CCCCOC(=O)Nc1ccc(C(C)C)cc1
5: O=[N+]([O-])c1ccc(S(=O)(=O)c2ccccc2)nc1
6: CCC(c1nnc(SCC(=O)N2CC(=O)Nc3ccccc32)n1Cc1ccccc1)N(C)C (centres undefined)
7: CN(C)C(=O)N1CCCC(C(=O)NCc2cccs2)C1 (centres undefined)
8: COc1cccc(-n2cnc3sc4c(c3c2=O)CCC4)c1
Assay by compound	1	2	3	4	5	6	7	8
M1 ag parental	0.4	-0.3	0.0	0.1	0.7	0.1	0.4	0.2
M5 antag	-6	2	-9	-1	11	-4	-1	8
CHRM4 PAM	0	9	-2	3	0	-1	6	-5
M5 ag	-3	-5	11	-12	-3	-1	2	-3
M5 PAM	3	4	1	-1	0	0	1	1
CHO-K1 Ca antag	0	-8	1	-10	6	-3	-15	-8
CHO-K1 Ca PAM	-2	8	2	15	2	10	11	9
CHRM4 agonist	1	1	3	-2	2	0	2	1
M4 antag	-21	-22	-6	5	26	-6	-6	3

# Three entries from above, with values under each structure:
# Order of results – M1 ag parental	M5 antag	CHRM4 PAM	M5 ag	M5 PAM	CHO-K1 Ca antag	CHO-K1 Ca PAM	CHRM4 agonist	M4 antag
3: Cc1cc(Cl)ccc1N(CC(=O)NCc1ccccc1)S(C)(=O)=O
    0.0	-9	-2	11	1	1	2	3	-6
4: CCCCOC(=O)Nc1ccc(C(C)C)cc1
    0.1	-1	3	-12	-1	-10	15	-2	5
5: O=[N+]([O-])c1ccc(S(=O)(=O)c2ccccc2)nc1
    0.7	11	0	-3	0	6	2	2	26

# Remaining list, next part
9: CCSc1nnc(NC(=O)Cc2ccc(OC)c(S(=O)(=O)N3CCOCC3)c2)s1
10: CCC1(c2ccc(F)cc2)NC(=O)N(CC(=O)N2CCc3ccccc32)C1=O (centres undefined)
11: c1ccc(Oc2cc(-c3ccccc3)nc(-c3ccccc3)n2)cc1
12: Cc1cc(C)c(S(=O)(=O)N2CCC(C(=O)NCc3ccco3)CC2)c(C)c1
13: CCN(CC)CCOCCOC(=O)C(CC)(CC)c1ccccc1
14: COc1ccc(CNC(=O)Cc2csc(NC(=O)Nc3ccccc3OC)n2)cc1
15: O=C(CNCc1cccs1)Nc1ccc(N2CCCCCC2)cc1
16: Nc1nonc1-n1nnc(C(=O)N/N=C/c2cccnc2)c1CSC1=NCCS1
Assay by compound	9	10	11	12	13	14	15	16
M1 ag parental	0.0	5.7	-0.2	1.1	1.0	5.3	0.8	5.1
M5 antag	2	-1	3	5	9	12	9	9
CHRM4 PAM	0	-2	10	-1	-12	-10	-5	-10
M5 ag	-2	38*	-1	0	-21	2	-5	-3
M5 PAM	-3	-8	-2	-9	-17	-21	4	-12
CHO-K1 Ca antag	-21	17	3	1	-13	3	-9	9
CHO-K1 Ca PAM	19	-16	-7	14	2	-3	13	-26
CHRM4 agonist	0	32	0	4	1	15	2	9
M4 antag	-5	-10	1	-8	6	0	1	16

17: CC(=O)c1cccc(N2C(=O)CC(N3CCN(S(=O)(=O)c4ccc(Cl)cc4)CC3)C2=O)c1 (centres undefined)
18: Cc1ccc(NC(=S)Nc2ccccn2)c(C)c1
19: COc1cc(OC)c(NC(=O)c2ccc3c(SCC(=O)O)c4c(nc3c2)CCCC4)cc1Cl
20: O=C1CC(N2CCN(CCc3ccccn3)CC2)C(=O)N1c1ccc(Cl)cc1 (centres undefined)
21: CCOc1ccc(S(=O)(=O)Nc2cccc(C(=O)NCC(c3ccc(OC)cc3)N3CCOCC3)c2)cc1 (centres undefined)
22: COc1ccc(OC)c(-n2c(=S)[nH]c3cc(C(=O)N4CCN(c5ccccc5)CC4)ccc3c2=O)c1
23: COc1cccc(NC(=O)Cc2csc(NC(=O)Nc3ccccc3OC)n2)c1
24: O=c1[nH]c2cc3c(cc2cc1CN(CCO)S(=O)(=O)c1ccccc1)OCCO3
Assay by compound	17	18	19	20	21	22	23	24
M1 ag parental	0.1	1.1	0.7	-0.2	1.3	0.0	4.4	0.9
M5 antag	10	7	5	1	14	2	15	-2
CHRM4 PAM	5	-13	6	14	-3	-2	-5	-2
M5 ag	3	-8	0	-2	-3	1	1	3
M5 PAM	-3	-4	2	17	-6	1	-17	3
CHO-K1 Ca antag	-10	-7	-16	-6	8	-18	8	-9
CHO-K1 Ca PAM	11	8	15	-2	-23	-7	5	16
CHRM4 agonist	0	0	1	1	6	0	18	2
M4 antag	4	-5	1	3	3	0	-10	5

25: CCOc1ccc(CCNC(=O)c2ccc(CS(=O)Cc3ccc(Cl)cc3)o2)cc1OCC (centres undefined)
26: CCCCNC(=O)C(CC)(ONc1ccccc1C(F)(F)F)c1ccccc1 (centres undefined)
27: COc1cc(/C=C/C(=O)OCC(=O)NC(=O)NCc2ccccc2)ccc1OCC#N
28: Cc1nc(N)sc1N=Nc1c(C)n(C)n(-c2ccccc2)c1=O
29: O=c1cc(CN2CCN(c3cccc(Cl)c3)CC2)c2cc(O)c(-c3ccccc3)cc2o1
30: CCCN1CCN(CCCNC(=O)c2ccc3c(Cl)c4c(nc3c2)CCCC4)CC1
31: C=CCOC(=O)c1ccccc1C(=O)OCC=C
32: Cc1[nH]c2ccc(F)cc2c1CCN(Cc1cccnc1)C(=S)NC(C)(C)C
Assay by compound	25	26	27	28	29	30	31	32
M1 ag parental	4.4	-1.1	0.8	0.2	0.3	-0.5	-0.7	1.0
M5 antag	12	7	3	4	-1	9	1	4
CHRM4 PAM	-4	-7	-1	3	17	2	7	-10
M5 ag	1	-6	4	1	-1	-9	1	-4
M5 PAM	-11	-11	8	7	6	-1	0	-5
CHO-K1 Ca antag	-17	0	-11	-14	-10	-17	-1	-9
CHO-K1 Ca PAM	-2	-19	15	9	14	-3	12	0
CHRM4 agonist	12	-3	1	0	1	0	-1	0
M4 antag	-8	4	-6	-2	9	-6	-9	12

# (next part)
entry	SMILES	M1 ag parental	M5 antag	CHRM4 PAM	M5 ag	M5 PAM	CHO-K1 Ca antag	CHO-K1 Ca PAM	CHRM4 agonist	M4 antag
33	COC(=O)c1cc(C(=O)OC)cc(-n2c(C)cc(C(=O)CC#N)c2C)c1	-0.1	4	5	2	-7	-20	16	3	-27
34	Nc1nonc1-n1nnc(C(=O)N/N=C/c2ccc(OCc3ccc(F)cc3)cc2)c1COc1ccccc1	1.3	-10	-3	6	8	-11	6	0	-7
35	COc1ccc(C2C(C#N)=C(N)N(c3ccccc3)C3=C2C(=O)CCC3)cc1Cn1cc([N+](=O)[O-])cn1 (centres undefined)	0.2	11	-9	-7	1	-7	11	-1	11
36	COc1ccc(NC(=O)N2CCc3cc(OC)c(OC)cc3C2)cc1	0.6	12	4	-6	0	-8	19	0	-4
37	CCC(C)c1ccc(NC(=S)NCc2cccnc2)cc1 (centres undefined)	3.8	2	10	-1	-1	4	-8	7	7
38	Cc1cc(Cl)ccc1OCCCC(=O)N1CCOCC1	0.7	-1	5	-1	-1	-7	16	1	3
39	COc1ccc(CN(C)C(=O)/C=C/[C@H]2O[C@@H](n3cc(C)c(=O)[nH]c3=O)C[C@@H]2O)cc1OC	-0.4	10	15	0	-2	-1	-6	1	0
40	CCN(CC(=O)Nc1ccc(NC(C)=O)cc1)C(=O)c1ccc2ccccc2c1	0.2	5	3	1	-9	-8	10	1	-6
41	COc1ccc(OC)c(NC(=O)NCCN2CCN(c3ccccc3)CC2)c1	-0.3	-2	-2	-5	2	-6	1	1	-6
42	CCOC(=O)CCCNC(=O)CN1CCC(c2nc3ccccc3s2)CC1	0.9	3	3	-5	0	-5	14	1	-5
43	C=CCc1cccc(CNc2cnc3ccccc3c2)c1O	9.3	23	-8	8	-20	39*	-23	10	23
44	COc1cc(O)oc1C=Nc1ccc(Cl)cc1	-0.2	0	17*	-3	-4	-13	13	1	-17
45	Cc1ccc(-n2sc3ccccc3c2=O)cc1	1.3	-8	-1	10	7	-2	12	4	-3
46	Cc1ccc(SCC(=O)c2c(C)nc3cc(C)ccn23)cc1	4.5	4	4	2	4	-10	14	6	-13
47	Cc1ccccc1/C=N/N=C1/NC(=O)CCS1	1.5	-4	-6	5	6	-2	18	0	-4
48	COc1ccccc1NC(=O)c1ccc(NC(=O)c2nc3nccc(C)n3n2)cc1	0.2	9	8	2	0	6	-21	1	-3
49	COc1ccc(-c2nn(C)c(=O)c3ccccc23)cc1NS(C)(=O)=O	0.1	-4	4	0	7	-15	19	0	3
50	CC(=O)Nc1ccc(OCC(O)Cn2cnc3ccccc32)cc1 (centres undefined)	-0.2	-4	-2	-1	3	-6	16	1	-3
51	Cc1onc(-c2ccccc2)c1C(=O)N1CCN(Cc2ccc3c(c2)OCO3)CC1	2.0	-4	-5	0	1	-5	6	3	-6
52	CCOc1ccc(N/C(N)=N/c2nc(CSc3nnnn3-c3ccccc3)cc(=O)[nH]2)cc1	0.1	-5	6	2	4	-1	-12	1	-4
53	Cn1cc(SCC(=O)Nc2nccs2)c2ccccc21	0.0	2	-3	-1	-2	2	-5	2	-1
54	COc1cc(/C=N/NC(=O)c2nc3ccccn3c2C)cc(OC)c1O	0.1	-4	-4	2	19*	-9	7	1	-2
55	O=C1CC(c2ccccc2)=Nc2ccccc2N1Cc1ccccc1	-0.9	5	5	-10	1	12	8	-2	-2
56	CCCCN(C(=O)c1cc(S(=O)(=O)N2CCOCC2)ccc1N1CCOCC1)c1ccccc1	0.1	3	5	-4	-6	-2	9	0	-14
57	Cc1cc(NC(=O)CN2C(=O)NC(C)(c3ccccc3)C2=O)no1 (centres undefined)	1.9	-7	5	5	8	-22	20	0	-3
58	CCCNC(=O)C[C@@H]1CC[C@H]2NC[C@H](O)COC[C@@H]2O1	.	-2	3	1	-3	.	.	0	-6
59	Cc1ccc(NC(=O)CCn2c(=O)oc3ccccc32)c(C)c1	1.3	2	8	-9	2	-4	10	1	-1
